Compound activity as filed in PubChem BioAssay.
MITF act: increases MITF-driven TRPM1 promoter luciferase signal. SK-MEL-5 TRPM1-promoter luciferase, 24 h; % of positive control, neutral wells = 0. activation, % at 12.5 µM. hit rate 0.75% among 300,000. AID 588334;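 active means mean activation of at least 80% with every replicate also reaching 80%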;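 further: 0% = neutral control wells and 100% = parthenolide positive control wells; values of inactives mirror those of a sister screen read the other way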
Mot1-301 SUMO: SUMOylation pathway inhibition by Mot1-301 growth rescue; S. cerevisiae Mot1-301 growth rescue, ATP luminescence, 38.5C; percent above DMSO median, 100 means doubled; growth rescue, % at 18.8 µM; hit rate 1% among 320,000;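 active means every valid replicate shows activation above 250% relative to neutral control wells; inactive means the rest, any valid replicate at or below 250%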;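 further: OY570 slx delta 5 strain wells were the positive control but not used for scaling; some compounds called inactive have numbers as strong as hits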
PKA-R2B act: PKA-R2B complex activation | P22694+P31323 | PKA-R2B holoenzyme dissociation, Cy5-IP20 fluorescence polarization; R2B truncated from residue 108, S112A mutant; 0% DMSO only, 100% 113 µM cGMP | activation, % at 11.4 µM | hit rate 0.079% among 340,000;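 active means activation above a cutoff set at the mean over all compounds plus 3 SD, cut at about 18% in these data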;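 further: higher means more holoenzyme dissociation and a rise in polarization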
CDK5 inh: blocks human CDK5/p35 kinase activity | Recombinant CDK5/p35, ADP-Glo luminescence, 60 min | inhibition, % at 10 µM | Q00535+Q15078 | hit rate 0.01% among 330,000;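 active means highest replicate inhibition of at least 50% and at least 75% of replicates reaching 50%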;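 further: plate controls were DMSO neutral control for no effect and GW8510 at 10 µM for full effect; many of its hits are not listed in these tables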
Arrestin-AP2 inh: human beta-arrestin and AP2 interaction inhibition; FITC-arrestin peptide / GST-AP2 beads, flow cytometry; AP2 beta2 appendage carries R879A mutation; inhibition, % at 10 µM; hit rate 0.31% among 340,000;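 active means inhibition above a set limit, near 3 SD of compounds lacking own fluorescence, cut at about 54% in these data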;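 further: plate controls were DMSO wells for no effect and 5 µM unlabelled arrestin peptide for full effect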
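system = GST-tagged AP2 beta2-adaptin appendage (R879A) on 4 µm glutathione beads | reagent = FITC-labelled arrestin peptide probe, 50 nM final | schedule = compound with beads 12 min RT, then probe 1 h RT | signal = HyperCyt-sampled flow cytometry, FL1 channel, ex 488/em 535 nm | read-out = percent response from loss of bead-bound FITC fluorescence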
NSD2 inh: NSD2 (human) methyltransferase inhibition; O96028; NSD2 peptide methylation, AlphaScreen, 120 min; inhibition, % at 12.5 µM; hit rate 0.54% among 310,000; in the data active means inhibition above about 50%
PKA-R1A activ: activates the PKA-R1A holoenzyme complex; P00514+P68181; PKA-R1A dissociation, Cy5-IP20 fluorescence polarization; scaled: DMSO 0%, 113 µM cGMP 100%; activation, % at 11.4 µM; hit rate 0.083% among 340,000;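 active means percent activation above the mean of all tested compounds plus 3 SD, cut at about 19% in these data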;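 further: higher means more PKAc released from R1A so a rise in polarization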
DSG3 Ab inh: human desmoglein-3 autoantibody binding inhibition. binding (percent of control), % at 10 µM. hit rate 0.48% among 310,000. P32926. DSG3-coupled beads, scFv-anti-DSG3-GFP binding, flow cytometry; stronger effect = lower value;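 active means binding more than 3 SD below its plate's average and above zero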;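 further: hits lower antibody fragment binding to DSG3; some compounds called inactive have numbers as strong as hits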
Target sequence (P32926 whole entry, looked up, the tested form may be a part): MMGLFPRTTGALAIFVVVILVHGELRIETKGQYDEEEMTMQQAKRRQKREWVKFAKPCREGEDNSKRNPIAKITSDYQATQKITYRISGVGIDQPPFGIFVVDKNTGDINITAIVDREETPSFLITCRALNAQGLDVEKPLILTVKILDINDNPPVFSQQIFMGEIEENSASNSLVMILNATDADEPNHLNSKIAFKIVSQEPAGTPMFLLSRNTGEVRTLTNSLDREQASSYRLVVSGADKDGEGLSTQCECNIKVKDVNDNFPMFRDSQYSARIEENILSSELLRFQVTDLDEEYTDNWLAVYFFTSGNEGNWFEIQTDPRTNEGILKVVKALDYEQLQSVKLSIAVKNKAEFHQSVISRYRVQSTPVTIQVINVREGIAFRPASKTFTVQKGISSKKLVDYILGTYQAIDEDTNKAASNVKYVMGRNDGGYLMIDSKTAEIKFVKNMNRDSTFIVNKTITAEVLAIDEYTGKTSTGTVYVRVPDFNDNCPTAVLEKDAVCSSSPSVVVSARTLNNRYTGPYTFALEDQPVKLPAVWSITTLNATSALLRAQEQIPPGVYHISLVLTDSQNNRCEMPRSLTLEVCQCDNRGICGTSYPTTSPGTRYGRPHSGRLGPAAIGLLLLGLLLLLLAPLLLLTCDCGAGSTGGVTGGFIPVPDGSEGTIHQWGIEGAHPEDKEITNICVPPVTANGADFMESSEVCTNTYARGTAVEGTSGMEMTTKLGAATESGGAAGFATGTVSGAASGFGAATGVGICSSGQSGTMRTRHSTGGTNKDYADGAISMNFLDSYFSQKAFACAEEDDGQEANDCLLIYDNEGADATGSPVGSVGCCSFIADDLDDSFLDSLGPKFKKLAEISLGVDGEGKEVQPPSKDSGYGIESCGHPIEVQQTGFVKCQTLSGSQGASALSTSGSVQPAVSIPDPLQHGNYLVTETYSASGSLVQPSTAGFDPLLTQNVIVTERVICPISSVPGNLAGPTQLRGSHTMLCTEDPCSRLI
dFosB activator: activators of mouse delta FosB homodimer. P13346. purified delta FosB, TAMRA-CDK5 oligo fluorescence polarization; percent of positive-control signal above neutral wells. activation, % at 25 µM. hit rate 0.99% among 340,000;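 active means mean activation above about 17%, with every replicate also reaching it, limit read from the data, passing the limit was not always enough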;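 further: fluorescence polarization rise as delta FosB binds a TAMRA Cdk5 AP-1 oligo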
SR-BI HDL uptake: mouse SR-BI HDL lipid transfer inhibition. hit rate 0.96% among 320,000. Q61009. AID 488896. inhibition, % at 12.5 µM. ldlA[mSR-BI] CHO cells, DiI-HDL uptake fluorescence, 3 h;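 active means mean replicate inhibition of at least 70% and a set share of replicates each scoring 70 or more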;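 further: 0% = median of neutral control wells and 100% = median of positive control wells; values of inactives mirror those of a sister screen read the other way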
SR-BI uptake up: activators of SR-BI mediated HDL lipid uptake; CHO ldlA[mSR-BI] cells, DiI-HDL uptake fluorescence, 3 h; 100 = double the neutral-control signal; activation, % at 12.5 µM; hit rate 0.096% among 320,000;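 active means mean replicate activation of at least 60% and every replicate at or above 60%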;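 further: 0% = median plate neutral-control signal and 100% = twice that signal; values of inactives mirror those of a sister screen read the other way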
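system = CHO ldlA[mSR-BI] cells, LDL receptor-null, SR-BI overexpressing | medium = Ham's F12 with 0.5% BSA, HEPES 25 mM, pH 7.4 | probe or stimulus = DiI-HDL 10 µg/mL | compound dosing = single-point compound dose | incubation = compound exposure 3 h, 37 °C | technique = DiI fluorescence, bottom read | read-out = cell-associated DiI fluorescence as measure of HDL uptake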
Active calls of the source: *; / = not tested or not shown.

smiles	SR-BI HDL uptake	Arrestin-AP2 inh	Mot1-301 SUMO	DSG3 Ab inh	PKA-R1A activ	dFosB activator	PKA-R2B act	SR-BI uptake up	NSD2 inh	MITF act	CDK5 inh
CCOc1ccc(CNC(=O)C2CCN(C(=O)N3CC(C)Oc4ccccc43)CC2)cc1 (configuration not stated)	56	-3	15	107	-4	-8	1	-56	/	-5	0.3
COCCn1c(=O)[nH]c2cc(C(=O)NCCN3CCN(c4ccccc4)CC3)ccc2c1=O	4	16	13	/	-4	-3	-2	-4	-9	12	1.0
COc1ccc(-c2csc(NC(=O)C3CCCCN3S(=O)(=O)c3ccccc3)n2)cc1 (configuration not stated)	50	3	14	124	1	3	-9	-50	3	-10	1.2
COCCCN1C(=O)N(c2ccc(F)cc2)C(=O)C1CC(=O)Nc1ccccc1 (configuration not stated)	-13	-14	-8	105	-5	-4	11	13	-1	8	-0.3
O=C(COC(=O)Cc1ccccc1F)Nc1ccc(F)cc1F	-19	9	-8	124	-2	-2	-5	19	-6	-4	-2.1
Cc1ccc(NC(=O)CSc2nc3ccccc3c3nc(CCn4cncc4C)nn23)c(C)c1	-1	8	229	124	-1	-3	7	1	-1	12	-0.9
O=C(c1ccc(=O)oc1)N1CCN(c2ccc(F)cc2)CC1	-16	-6	9	102	1	2	-1	16	4	/	-0.4
CCOC(=O)C1(C)C(C(=O)OC)=C(c2ccc(OC)cc2)c2ccccc2N1C(=O)OC (configuration not stated)	-18	15	/	100	-11	-12	-3	18	/	-4	-2.3
C=CCN(c1ccccc1OC)S(=O)(=O)c1cccc(C(=O)Nc2nnc(C3CC3)s2)c1	13	-15	17	104	0	-2	-17	-13	-4	-9	0.1
CCN(CC)c1ccc(-c2nc3cnccc3n2C)cc1	26	-6	2	108	1	-12	-13	-26	-1	85*	-1.7
O=S(=O)(c1ccc(F)cc1)c1nc(-c2ccc(F)cc2)oc1NCCN1CCOCC1	7	-4	/	103	3	-4	0	-7	1	4	2.0
CC1CCCC(C)N1C(=O)CSc1nnnn1C1CCCC1 (configuration not stated)	6	10	/	103	-16	-1	-4	-6	4	24	-0.1
Cc1nc(SCc2nc3ccccc3[nH]2)c2oc3cc([N+](=O)[O-])ccc3c2n1	10	10	7	96	0	3	3	-10	/	-23	-1.8
O=C(COc1ccccc1)Nc1cccc(-c2nc3cc4ccccc4cc3[nH]2)c1	38	6	88	95	-11	14	-12	-38	-3	106*	3.6
Cc1ccc(NC(=O)c2ccc(F)cc2)nc1	-3	1	-8	104	0	0	-4	3	0	61	0.0
COCCNc1cc(C)nc2c3c(C)cc(C)nc3nn12	-24	2	-15	114	6	-4	-4	24	-5	1	-3.0
COCCNC(=O)C(c1ccc(F)cc1)N(C(=O)CCC(=O)Nc1ccccn1)c1ccc(C)cc1 (configuration not stated)	-26	5	-8	91	-4	-5	4	26	4	-2	-2.1
NC(=O)NN=C(C1CC1)C1CC1	0	-2	/	102	-4	-5	10	0	-1	19	-0.2
Cc1ccc(-c2c[n+](CC(=O)c3cccs3)c3n2CCC3)cc1	4	13	-12	111	1	2	-1	-4	0	-23	-1.6
CC(C)Cc1nnc(NC(=O)C2CCCC2)s1	/	3	0	106	-5	-17	9	/	2	12	-1.0
CCN(CC(=O)NCC1CCCO1)S(=O)(=O)c1ccc(Cl)cc1 (configuration not stated)	-9	11	6	111	-11	0	-6	9	-1	-3	-3.5
COc1ccc(C(C)=NNC(=O)c2cccc(S(=O)(=O)N3CCCC3)c2)cc1	-18	15	9	119	-6	-6	-1	18	-1	-16	-0.6
Cc1cc(C)n(Cc2ccc(C(=O)O)o2)n1	-14	-6	875	110	-12	-2	3	14	-2	1	-1.9
Cc1cc(C)n(Cc2ccc(C(=O)NCc3ccco3)o2)n1	-35	11	36	98	-2	-3	6	/	1	-2	0.6
CCc1ccc(/C=C2\Oc3cc(OS(C)(=O)=O)ccc3C2=O)cc1	-6	8	2	93	-10	-24	7	6	-5	11	-1.9
CCCS(=O)(=O)c1c(S(=O)(=O)CCC)c2ccc(C(N)=O)cn2c1C(=O)c1ccccc1	-34	-1	-12	96	-13	-13	6	34	1	4	0.2
C=CCc1c(C)nc(SC(C)C)[nH]c1=O	0	-3	12	95	-1	-2	-5	0	-2	2	-0.6
CCC(C(=O)OCn1nnc2ccccc2c1=O)c1ccccc1 (configuration not stated)	-2	-13	9	106	-10	-7	-10	2	-2	4	0.1
O=C(NCCCN1CCCCC1)C1CC(=O)N(CCc2ccccc2)C1 (configuration not stated)	7	20	-10	99	-1	3	-13	-7	2	-4	3.5
COc1ccc(CNS(=O)(=O)c2csc(C(N)=O)c2)cc1OC	-3	-18	12	92	-2	0	-3	3	2	0	2.7
Cc1ccc(S(=O)(=O)N(C)C)cc1NC(=O)COC(=O)CCNS(=O)(=O)c1ccccc1	-16	-11	/	100	9	-8	0	16	1	-8	0.4
O=C(CN1N=C(c2ccccc2)CCC1=O)NCCN1CCc2ccccc2C1	-4	-7	/	104	1	-5	3	4	-3	4	-3.7
Cc1ccc2c(c1)N(CCC(=O)NCc1ccco1)C(=O)CO2	/	10	-4	104	-7	-4	3	/	-1	1	-1.9
O=C(CCc1nc(-c2ccccc2F)no1)NCCN1CCOCC1	6	13	11	96	-6	-2	1	-6	0	10	0.7
Oc1ccc(Nc2nc3ccccc3nc2Nc2ccc(O)cc2)cc1	90*	-3	4	99	-7	-7	-8	-90	7	/	-1.5
CC(=O)c1c(C)cc(C)c(CSc2nnc(-c3ccco3)o2)c1C	41	-2	0	100	-15	-4	-7	-41	6	14	-0.3
Cc1ccc(C2CC(=O)C(C=NCCN3CCN(C(=S)Nc4ccc(F)cc4)CC3)=C(O)C2)cc1 (configuration not stated)	39	-11	-11	101	2	-8	-10	-39	-7	-4	-1.2
O=C(COC(=O)c1ccc(S(=O)(=O)N2CCOCC2)cc1)Nc1ccccc1F	-2	-6	57	/	1	-4	-7	2	34	3	-2.3
CC(=O)c1cccc(OC(=O)Oc2cccc(C(C)=O)c2)c1	-11	-10	/	/	1	3	5	11	-3	-1	-0.6
O=C(CSc1ncccn1)N1CCN(Cc2ccccc2)CC1	17	-1	3	/	10	5	-5	-17	0	/	-0.1
O=C(CN1CCN(Cc2ccccc2)CC1)NC(=O)NCc1ccco1	-6	15	0	94	-13	5	6	6	-3	8	0.1
CN1CCN(C=NC2=NN(c3cccc(C(F)(F)F)c3)CC2)CC1	-22	10	105	109	11	-9	-6	22	6	-15	-1.6
O=C(O)C1CCN(C(=O)CSc2nc3ccccc3c(=O)n2-c2ccc(Cl)cc2)CC1	2	3	-11	104	5	-11	1	-2	-15	-4	-0.4
FC(F)(F)c1ccc(CSc2nccn2-c2ccccc2)cc1	-3	31	-5	104	-1	-4	11	3	3	/	-1.6
COC(=O)c1ccccc1NC(=O)CSc1nnc(C(CO)NC(=O)c2ccccc2Cl)n1C (configuration not stated)	3	8	-11	97	-4	5	-8	-3	7	-7	1.5
CC(Oc1ccc(Cl)cc1)C(=O)Nc1ccccc1C(=O)N1CCOCC1 (configuration not stated)	-28	1	1	102	2	2	-8	28	1	-2	0.0
S=C(NCCc1ccccc1)N1CCn2cccc2C1c1ccncc1 (configuration not stated)	9	0	/	109	0	-4	-7	-9	8	-12	11
CN=C(Nc1cccnc1)c1cccc(C(F)(F)F)c1	8	9	148	102	-1	-3	7	-8	6	-6	0.4
Cc1nc2ccccn2c1C(=O)N/N=C/c1ccc(CNC(=O)C(=O)Nc2ccccc2)o1	17	29	-17	124	4	3	1	-17	0	6	1.4
O=C(OCC(=O)N(C1CCCCC1)C1CCCCC1)c1ccccc1O	1	4	18	90	-12	1	-5	-1	30	-1	-0.4

Following part
smiles	SR-BI HDL uptake	Arrestin-AP2 inh	Mot1-301 SUMO	DSG3 Ab inh	PKA-R1A activ	dFosB activator	PKA-R2B act	SR-BI uptake up	NSD2 inh	MITF act	CDK5 inh
CCCCn1c(=N)n(CC(O)c2ccccc2)c2ccccc21 (configuration not stated)	-5	8	12	89	2	-6	-2	5	/	14	-2.6
N=c1n(CC(=O)c2ccc([N+](=O)[O-])cc2)c2ccccc2n1Cc1ccccc1	15	-1	22	94	-9	4	-6	-15	2	-83	1.9
COCCSc1nnc(NC(=O)CCS(=O)(=O)Cc2ccccc2)s1	2	0	-2	112	1	-4	-1	-2	3	6	-0.4
CCc1cc(=O)oc2cc3oc(C)c(C)c3cc12	15	2	17	106	-3	-12	-4	-15	6	26	0.5
CCC1(c2ccc(F)cc2)NC(=O)N(CC(=O)Nc2ccc3c(c2)OCCO3)C1=O (configuration not stated)	-26	24	4	105	-4	-19	-8	26	2	-6	-1.2
CCOc1ccccc1C(=O)NCCCCNC(=O)c1ccccc1OCC	36	0	-1	111	9	0	-1	-36	3	-2	0.4
C=CCn1c(=O)c(C(=O)Nc2ccccc2C)c(O)c2ccccc21	-14	-6	/	115	4	-18	7	14	-1	44	-1.1
COc1ccc(C(CNS(=O)(=O)c2cccc(F)c2)N2CCCC2)cc1 (configuration not stated)	-12	-22	-4	101	-5	-5	0	12	1	14	-0.7
O=C(Nc1ccc(Cl)c(Cl)c1)N(CCCN1CCOCC1)Cc1cccnc1	-4	13	92	85	-10	0	8	4	3	11	-1.8
Cc1ccc(CNC(=O)CSc2nc(=O)n3ccccc3n2)cc1	-21	-3	-8	98	3	-3	-11	21	0	-4	0.2
Clc1ccc(CON/C=N/c2ncnc3sccc23)c(Cl)c1	10	-2	0	107	-14	4	6	-10	-1	3	-0.5
Cc1ccc(Cl)cc1NC(=O)Nn1cnnc1	-2	3	-2	94	3	4	4	2	0	2	0.8
COC(=O)c1nc[nH]c1[N+](=O)[O-]	-17	-10	/	123	-7	0	-9	17	1	-12	1.5
